14-3-3g Raf – alters human 14-3-3 gamma binding to Raf peptide; hit rate 0.19% among 160,000; AID 422; P61981; FP, 14-3-3gamma / TMR-pS259-Raf peptide binding; inhibition, % at 40 µM; in the data active means inhibition above about 30%;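 further: 0% = protein plus tracer without compound and 100% = blank with tracer alone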
Target sequence (P61981 whole entry, looked up): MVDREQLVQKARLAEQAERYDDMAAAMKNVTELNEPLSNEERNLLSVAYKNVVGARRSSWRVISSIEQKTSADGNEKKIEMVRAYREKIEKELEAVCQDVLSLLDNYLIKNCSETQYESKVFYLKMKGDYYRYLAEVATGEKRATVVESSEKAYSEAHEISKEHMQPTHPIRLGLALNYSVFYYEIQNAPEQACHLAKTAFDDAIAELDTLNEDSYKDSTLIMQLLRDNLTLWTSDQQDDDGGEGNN
* hit, by the source's call; & = joins results of further samples. An excerpt. The share of hits here may be higher or lower than overall.

Sample of the layout, 2 compounds:
#	canonical_smiles	14-3-3g Raf
1	O=C(CSc1nnc(-c2ccco2)n1CC1CCCO1)NC1CCCC1 (configuration not stated)	-9
2	CCOc1cc(C(C#N)N2CCOCC2)ccc1OC (configuration not stated)	-8

Results, previewed entries included:
#	canonical_smiles	14-3-3g Raf
1	O=C(CSc1nnc(-c2ccco2)n1CC1CCCO1)NC1CCCC1 (configuration not stated)	-9
2	CCOc1cc(C(C#N)N2CCOCC2)ccc1OC (configuration not stated)	-8
3	CCOC(=O)c1cnn(-c2ncnc3c2cnn3Cc2ccccc2)c1N	-3
4	CSc1ccc(-c2nc3cccc(C)n3c2Nc2ccc3c(c2)OCO3)cc1	-4
5	COc1ccc(NC(=O)CSc2nc3c(cnn3-c3ccc(C)c(C)c3)c(=O)[nH]2)cc1	-9
6	Cc1c(N=C2Nc3cccc4cccc2c34)c(=O)n(-c2ccccc2)n1C	5
7	CC1CC(=NC2CCCCC2)Nc2ccccc2N1Cc1ccccc1 (configuration not stated)	-5
8	CCCCNC(=O)C1c2cc(OC)c(OC)cc2C(=O)N(C)C1c1cccnc1 (configuration not stated)	0
9	COC(=O)c1sc(NC(=O)c2cc(-c3ccc(C)s3)nc3ccccc23)c(C(=O)OC)c1C	-102
10	Cc1ccc(N2C(=O)C(Cl)=C(Nc3cc(C)ccc3C)C2=O)c(C)c1	-4
11	CC(=O)Nc1ccc(S(=O)(=O)Nc2ccc3c(c2)oc2ccccc23)cc1	-16
12	c1ccc(-n2cnnc2SCc2cn3ccsc3n2)cc1	-4
13	CC1=CCC2C(=O)N(c3cccc(C(=O)NC(C)c4ccccc4)c3)C(=O)C2C1 (configuration not stated)	3
14	CC(=O)C1=C(C)Nc2ncnn2C1c1ccccc1OCc1ccccc1 (configuration not stated)	-5
15	COc1ccc(CCC(=O)NC2=NCCS2)cc1OC	-6
16	COc1ccc2c(c1)CCCN2C(N)=O	-5
17	COc1cc(-c2nc3ccccn3c2N=Cc2cccc(OC)c2O)ccc1O	-4
18	COc1ccccc1S(=O)(=O)Cc1ccc(C(=O)NCCN2CCCCCC2)o1	-2
19	CCOC(=O)c1cnc2ccc(C(=O)OC)cc2c1Nc1cccc(C)c1C	-3
20	CCOC(=O)CN(C)Cc1c[nH]c2ccccc12	-13
21	COc1cc(OC)c(C2CC(=O)N3CN(C)CSC3=C2C#N)cc1OC (configuration not stated)	2
22	O=C(NC1CCCc2ccccc21)C1CCN(c2c3c(nc4ncnn24)CCC3)CC1 (configuration not stated)	-8
23	O=C(Nc1ccc(S(=O)(=O)N2CCCCCC2)cc1)c1ccco1	6
24	Cc1ccc(S(=O)(=O)N2CCN(S(=O)(=O)c3ccc(C)c(C)c3)C(C)C2)cc1C (configuration not stated)	-5
25	COc1ccccc1C(=O)N1C(=S)N(c2ccccc2)C2(C)CC1c1ccccc1O2 (configuration not stated)	0

Part of the list above in order of formula weight, high to low.
#	canonical_smiles	14-3-3g Raf
19	CCOC(=O)c1cnc2ccc(C(=O)OC)cc2c1Nc1cccc(C)c1C	-3
21	COc1cc(OC)c(C2CC(=O)N3CN(C)CSC3=C2C#N)cc1OC (configuration not stated)	2
15	COc1ccc(CCC(=O)NC2=NCCS2)cc1OC	-6

(cont.)
#	canonical_smiles	14-3-3g Raf
26	CCC(=O)N1CCc2cc(S(=O)(=O)N3CCN(Cc4ccccc4)CC3)ccc21	3
27	COc1ccc(C2C(C(=O)Nc3ccc4c(c3)OCCO4)c3ccccc3C(=O)N2c2ccc(OC)cc2)cc1 (configuration not stated)	-9
28	COc1ccc(CNC(=O)C2CCCN(c3nc4ccccc4o3)C2)c(OC)c1 (configuration not stated)	3&-7
29	O=C(CSc1nnc(-c2ccc(Cl)cc2)o1)N1CCN(c2ccccc2)CC1	-19
30	CCCCCCc1cc2c(=O)c(-c3csc(C)n3)coc2cc1O	-8
31	CC1CCN(C2CC(=O)N(CCc3ccccc3)C2=O)CC1 (configuration not stated)	-16
32	O=C1NC(c2ccccc2)C(C(=O)c2cccs2)C(O)(C(F)(F)F)N1 (configuration not stated)	-3
33	Cc1c(C(=O)NC(C)C)sc2ncn(CC(=O)N3CC(C)CC(C)C3)c(=O)c12 (configuration not stated)	-5
34	COc1ccc(/C(O)=C2\C(=O)C(=O)N(CCc3ccccc3)C2c2ccccc2F)cc1 (configuration not stated)	10
35	COc1cccc(C(=O)N2CCN(Cc3cccc(F)c3)CC2)c1	-9&-1
36	CN1CCN(Cc2nc3c(c(=O)n(C)c(=O)n3C)n2CCc2ccccc2)CC1	-4
37	COC(=O)c1ccccc1NC(=O)COc1c(C)ccc(C)c1C	-13
38	Cc1ccc(-c2nnc(SCC(=O)NC3CCCC3)nc2-c2ccc(C)cc2)cc1	-6
39	Cc1c(Cl)cccc1NC(=O)CC1Nc2ccccc2NC1=O (configuration not stated)	0
40	COc1ccc(C2=NN(C(=O)CCCC(=O)O)C(c3ccc(Cl)cc3)C2)cc1 (configuration not stated)	-5
41	O=C(CS(=O)(=O)c1cn(Cc2ccccc2Cl)c2ccccc12)Nc1ccc(F)cc1	-1
42	Cc1sc2c(c1C)c(=O)n(Cc1ccccc1)c(=O)n2CC(N)=O	4
43	CCOc1ccc(-n2nc(C(=O)NCc3ccccc3OC)c3ccccc3c2=O)cc1	-10
44	CCOc1cc(C(=O)Nc2ccc3sc(C)nc3c2)cc(OCC)c1OCC	-7
45	COc1ccc(C2C(C(=O)N3CCOCC3)c3ccccc3C(=O)N2Cc2ccc(F)cc2)cc1 (configuration not stated)	-13
46	CCOC(=O)CC(=O)Nc1nnc(CC(C)C)s1	-3
47	COc1ccc(Br)cc1CNC(=O)C1CCN(S(C)(=O)=O)CC1	-5
48	CCCC(=O)N1CCN(c2ccc([N+](=O)[O-])cc2)CC1	-7
49	Cc1cc(C)cc(-n2ccnc2SCC(=O)Nc2c(C)cc(C)cc2C)c1	1
50	CCOCCCNC(=O)c1cn(CC(C)C)c(=O)c2cc(OC)c(OC)cc12	1
51	COc1ccc(OC)c(C2C(C(=O)Nc3ccc(Br)cn3)=C(C)NC3=C2C(=O)CC(C)(C)C3)c1 (configuration not stated)	-1
52	CCCCCOc1ccc(NC(=O)c2ccc([N+](=O)[O-])cc2)cc1	3
53	CC(C)(Oc1ccc(CCNC(=O)c2ccc(Cl)cc2)cc1)C(=O)O	2
54	Cc1sc2c(c1C)c(=O)n(-c1ccccc1)c1nnc(SCC(N)=O)n21	5
55	Cc1nc2ccc(NC(=O)N3CCOCC3)cc2s1	-5
56	CCOC(=O)CSCc1nc(-c2ccc(Cl)cc2)oc1C	0
57	CC(=O)Oc1cccc(N2C(=O)C3C4CCC(C4)C3C2=O)c1 (configuration not stated)	-15
58	COC(=O)C(C)N(C#N)c1nc(C)nc(C)n1 (configuration not stated)	-8
59	O=c1[nH]nc2n1CCCCC2	-8
60	O=C(O)c1nc2ccccc2c2ncccc12	-5
61	O=[N+]([O-])c1cccc(S(=O)(=O)N2CCCC2)c1	0
62	C=CCOC(=O)C1=C(C)NC2=C(C(=O)CC(C)(C)C2)C1c1ccc(OCC)c(OC)c1 (configuration not stated)	-2
63	O=C(CC1Sc2ccccc2NC1=O)Nc1ccc2c(c1)OCO2 (configuration not stated)	-66
64	CC(=O)c1cccc(N=Cc2c(C)[nH]c3ccccc23)c1	-27
65	Cc1nc(C)n(CC(O)COc2ccc3c(c2)CCC3)n1 (configuration not stated)	1
66	Cc1cc(N2CCOCC2)nc2ccc(NC(=O)CCC(=O)N(C)C3CCCCC3)cc12	-9
67	Cc1cc(NC(NC(=O)c2ccco2)(C(F)(F)F)C(F)(F)F)no1	-1&3
68	O=C(CSc1nc2ccccc2c(=O)n1C1CC1)c1ccc(Cl)cc1	1
69	COc1ccc(OC)c2[nH]c(=O)c(CCNC(=O)CC(C)C)cc12	2
70	COc1cc(-c2nnc(SCc3ccccc3Cl)o2)cc(OC)c1OC	-2
71	CCn1c[n+](CC(O)COc2cccc(OC)c2)c2ccccc21 (configuration not stated)	-3
72	COC(=O)c1cccc(S(=O)(=O)N2CCC(NC(=O)Nc3cccc(F)c3)CC2)c1	-3
73	COc1ccc(C(=O)CSc2ncn[nH]2)cc1	-12
74	O=C(NCCN1CCCCC1)C1CC(=O)N(C2CCCCCCC2)C1 (configuration not stated)	-4
75	CC1=C(C(=O)OC(C)C)C(c2coc3ccc(C)cc3c2=O)C2=C(CC(C)(C)CC2=O)N1 (configuration not stated)	0

Other structures.
#	canonical_smiles	14-3-3g Raf
76	Cc1ccc(-c2ccc(=O)n(CC(=O)N3CCN(c4ccccn4)CC3)n2)cc1	-1
77	CCOc1ccc(-c2noc(CCC(N)=O)n2)cc1OCC	4
78	COc1cc2c(cc1OC)C(C(=O)NCCCN1CCOCC1)C(c1ccccc1F)N(C)C2=O (configuration not stated)	-3
79	CCCC(=O)Nc1cc(-c2nnc(OC)c3ccccc23)ccc1N1CCOCC1	-14
80	Cc1ccc(S(=O)(=O)NCC(=O)NC2CCCC2)cc1	3&0
81	CCOC(=O)c1cnc2c(C)cc(Cl)cc2c1Nc1cccc(C(=O)O)c1	1
82	C=CCNC(=O)c1c(NC(=O)c2ccccc2F)sc2c1CCC(C(C)(C)C)C2 (configuration not stated)	-6
83	CCOC(=O)Cc1csc(NC(=O)Cc2cccs2)n1	-25
84	CCC(C)NC(=O)C1c2ccccc2C(=O)N1CCc1ccc(Cl)cc1 (configuration not stated)	-7
85	CC1CCN(C(c2ccc(N(C)C)cc2)c2nnnn2Cc2ccc(F)cc2)CC1 (configuration not stated)	-9
86	COC(=O)c1ccc(C(=O)OC)c(NC2=NS(=O)(=O)c3ccccc32)c1	-4
87	CC(C)(C)c1nc(CN2CCCCC2)cc(CN2CCCCC2)c1O	5
88	Cc1ccc(C(=O)Oc2ccc(Br)cc2)cc1C	-1
89	O=S(=O)(c1cccc2nsnc12)N1CCc2ccccc21	2&2
90	Brc1cccc(C2CC(c3cccs3)n3nnnc3N2)c1 (configuration not stated)	3
91	CCOc1ccc(NC(=O)C2=C(C)NC(=O)NC2c2ccc(C(C)C)cc2)cc1 (configuration not stated)	-6
92	CC(C)OCCCNC(=O)Cn1ncc2c(=O)oc3ccccc3c21	-8
93	COC(=O)c1ccc(COc2cccc3ccccc23)o1	-9
94	O=C1CCCC(=O)N1c1ccc(N2CCN(c3ccc(F)cc3)CC2)c([N+](=O)[O-])c1	-5
95	O=C(C1CCC(Cn2c(=S)[nH]c3ccccc3c2=O)CC1)N1CCN(c2ccccn2)CC1 (configuration not stated)	-6
96	COC(=O)C1=C(C)Nc2nc(SC)[nH]c(=O)c2C1c1ccccc1 (configuration not stated)	-3
97	Cc1ccc(S(=O)(=O)N2CCSC2c2ccc(Br)cc2)cc1[N+](=O)[O-] (configuration not stated)	-1
98	Cc1nn2c(C(F)(F)F)cc(-c3ccccc3)nc2c1C#N	-2
99	Cc1cc(N)c2ccccc2[n+]1CCCCCCCCCCCCCC[n+]1c(C)cc(N)c2ccccc21	-5
100	Cc1ccc(-n2nc(C(=O)NCCc3cccc(C)c3)c3c4ccccc4n(C)c3c2=O)cc1	-18
101	C=CCN1C(=O)c2ccccc2Sc2ccc(C(=O)NC3CC3)cc21	-9
102	Cc1sc2ncn(CC(=O)NCc3ccccc3Cl)c(=O)c2c1C	3
103	CCCOc1ccc(C(=O)Nc2cc(-c3nc4ccccc4o3)ccc2OC)cc1	-39
104	CC1(C)CC(=O)C2=C(C1)OC1=C(C(=O)CC(C)(C)C1)C2c1ccc(-c2ccc3c(c2)COC3=O)o1	-43
105	COCCCNC(=O)c1cc2cc3cc(OC)ccc3nc2s1	5
106	COCCSc1nc2c(c(=O)[nH]c(=O)n2C)n1Cc1ccccc1Cl	-10
107	O=C(Nc1ccc2c(c1)OCO2)c1cc2cc3ccc(Cl)cc3nc2o1	9
108	O=C(CSc1nccn1-c1ccc(F)cc1)Nc1ccccc1F	-1
109	Cc1cccc(CN2C(=O)CSc3ccc(C(=O)NCCC(C)C)cc32)c1	0
110	Cc1sc2ncn(CC(=O)N3CCN(c4ccc(F)cc4)CC3)c(=O)c2c1S(=O)(=O)N1CC(C)CC(C)C1 (configuration not stated)	-9
111	Cc1nn(C(=O)c2cc3c(s2)CCCC3)c(C)c1Sc1ccccc1	-10
112	O=C(CN1C(=O)COc2ccccc21)N(Cc1ccccc1)Cc1ccccn1	-1
113	CN1CCN2c3ccccc3Cc3ccccc3C2C1 (configuration not stated)	4&-1
114	Brc1ccc(-c2nnc3sc(CN4CCC5(CC4)OCCO5)cn23)cc1	-8
115	O=C(c1ccco1)c1nnn(-c2ccccc2)c1-c1ccccc1	19
116	CCNS(=O)(=O)c1cccc2nonc12	3
117	FC(F)(F)c1cc(-c2ccccc2)nc(NC2CCCC2)n1	-10
118	Cc1ccc(C2/C(=C(\O)c3ccc(Cl)cc3)C(=O)C(=O)N2CCCN2CCOCC2)cc1 (configuration not stated)	-3
119	COC(=O)c1sc(NC(=O)CSc2nnc3sc4ccccc4n23)c(C(=O)OC)c1C	0
120	O=C(c1sc2ccccc2c1Cl)N(Cc1cccs1)C1CCS(=O)(=O)C1 (configuration not stated)	-2
121	COC(=O)c1[nH]c2cc(OC)ccc2c1NC(=O)CCN1CCN(c2cccc(C)c2C)CC1	-4

3 of the entries above in order of the 14-3-3g Raf value, smallest number first.
#	canonical_smiles	14-3-3g Raf
121	COC(=O)c1[nH]c2cc(OC)ccc2c1NC(=O)CCN1CCN(c2cccc(C)c2C)CC1	-4
109	Cc1cccc(CN2C(=O)CSc3ccc(C(=O)NCCC(C)C)cc32)c1	0
116	CCNS(=O)(=O)c1cccc2nonc12	3

Reprinted at random: six entries already listed
#	canonical_smiles	14-3-3g Raf
88	Cc1ccc(C(=O)Oc2ccc(Br)cc2)cc1C	-1
32	O=C1NC(c2ccccc2)C(C(=O)c2cccs2)C(O)(C(F)(F)F)N1 (configuration not stated)	-3
54	Cc1sc2c(c1C)c(=O)n(-c1ccccc1)c1nnc(SCC(N)=O)n21	5
57	CC(=O)Oc1cccc(N2C(=O)C3C4CCC(C4)C3C2=O)c1 (configuration not stated)	-15
120	O=C(c1sc2ccccc2c1Cl)N(Cc1cccs1)C1CCS(=O)(=O)C1 (configuration not stated)	-2
70	COc1cc(-c2nnc(SCc3ccccc3Cl)o2)cc(OC)c1OC	-2

Source: PubChem
